From PubChem BioAssay
ST2 IL33 inh – inhibitors of human ST2 (IL1RL1) binding to IL-33; 2.3% of 78,000 active; AlphaLISA ST2-Fc/biotin-IL-33 interaction, 1 h; inhibition, % for hits at 17 µM; Q01638; in the data active = inhibition above about 30%; inconclusive = mostly about 10% to 28%
Target sequence (Q01638 whole entry, looked up): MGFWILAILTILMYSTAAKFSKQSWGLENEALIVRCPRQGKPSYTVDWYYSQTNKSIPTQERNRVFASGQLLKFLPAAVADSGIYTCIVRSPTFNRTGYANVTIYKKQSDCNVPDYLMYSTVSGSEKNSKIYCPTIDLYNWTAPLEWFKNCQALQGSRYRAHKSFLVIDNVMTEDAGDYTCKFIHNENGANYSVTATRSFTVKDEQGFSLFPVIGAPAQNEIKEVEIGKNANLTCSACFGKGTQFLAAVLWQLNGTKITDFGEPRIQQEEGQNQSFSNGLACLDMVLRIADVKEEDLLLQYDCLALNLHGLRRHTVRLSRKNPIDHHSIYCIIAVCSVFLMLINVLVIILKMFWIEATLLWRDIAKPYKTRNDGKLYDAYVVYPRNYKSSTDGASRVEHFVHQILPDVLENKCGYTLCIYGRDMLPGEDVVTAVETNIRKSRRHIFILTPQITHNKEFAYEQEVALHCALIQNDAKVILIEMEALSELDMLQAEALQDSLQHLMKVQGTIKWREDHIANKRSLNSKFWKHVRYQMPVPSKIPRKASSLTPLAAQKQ
* = called active by the depositor; i = inactive; ? = inconclusive. An excerpt (hit frequency here may not be typical).

SMILES	ST2 IL33 inh
COc1ccccc1-n1c(SCC(=O)N2CCc3ccccc32)nc2c(c1=O)SCC2	i
Cc1nn(Cc2ccc(Cl)c(Cl)c2)c(C)c1NC(=O)CCCn1nc([N+](=O)[O-])cc1C	i
CC(C)c1ccc(NC(=O)N[C@H]2CO[C@H]3[C@@H]2OC[C@H]3OC(=O)Nc2ccc(Oc3ccccc3)cc2)cc1	?
CC1(C)CC(=O)C2=C(C1)Nc1sc(C#N)c(N)c1C2c1ccccc1 (centres undefined)	33.0%*
Cn1c(Cc2ccccc2)nnc1SCc1c(Cl)cccc1[N+](=O)[O-]	i
O=C(Nc1c(Cl)cc(Cl)c2cccnc12)c1ccco1	i
O=C(CCS(=O)(=O)c1cccc2nsnc12)N1CCCCC1	i
Cc1cn(CC(=O)N(Cc2ccsc2)CC(C)C)c(=O)[nH]c1=O	?
COc1ccc(-c2nccn2-c2cccc(CO)c2)c(Cl)c1OC	i
CC(NS(=O)(=O)NCc1ccccc1)c1nc2c(s1)CCCC2 (centres undefined)	i
COc1ccc(CC(=O)NCc2nc3cccnc3n2Cc2ccc(OC)cc2)cc1	?
COc1ccc(N2CC(NC(=O)CC(C)C)CC2=O)cc1 (centres undefined)	i

Already shown: an excerpt of the list.
SMILES	ST2 IL33 inh
COc1ccc(CC(=O)NCc2nc3cccnc3n2Cc2ccc(OC)cc2)cc1	?
COc1ccc(N2CC(NC(=O)CC(C)C)CC2=O)cc1 (centres undefined)	i

A draw from above in order of SMILES length, high to low.
SMILES	ST2 IL33 inh
Cn1c(Cc2ccccc2)nnc1SCc1c(Cl)cccc1[N+](=O)[O-]	i
O=C(CCS(=O)(=O)c1cccc2nsnc12)N1CCCCC1	i
O=C(Nc1c(Cl)cc(Cl)c2cccnc12)c1ccco1	i

The results go on.
SMILES	ST2 IL33 inh
COc1cccc(NC(=O)NCC2CCCN(C3CCOCC3)C2)c1 (centres undefined)	?
CC(C)(C)c1ccc(-c2cc(C[C@H]3CNCC[C@H]3CC(=O)N3CCC(Cc4ccccc4)CC3)no2)cc1	?
COc1cccc(NC(=O)NC[C@@H]2C=C(C)[C@H](CC(=O)N3CCOCC3)C[C@H]2C(C)C)c1	i
O=C(CSc1nc2c(c(=O)n1-c1ccc(F)cc1)SCC2)NC1CCCCC1	i
CC(=O)N1N=C(c2ccc(Br)cc2)OC12CCCCC2	?
Cc1cc(C)n2c(Br)c(CN3CCC4(CC3)OCCO4)nc2n1	i
CCN(CC)CC(C)CNC(=O)C1(O)c2ccccc2NC(=O)N1c1ccc(Cl)c(Cl)c1 (centres undefined)	i
CCOc1ccc(S(=O)(=O)Nc2ccc(Cl)c(C(F)(F)F)c2)c2cccnc12	i
Cc1cc(N2CCCCC2)nc(N2CCN(S(=O)(=O)c3cc(C)c(C)cc3C)CC2)n1	?
C=C(C)CN1CCN(C(c2ccccc2)c2ccccc2)CC1	i
Cc1nc(-c2ccc(C(=O)N3CCCC3C(=O)Nc3ccc(C(C)C)cc3)cc2)no1 (centres undefined)	?
O=C(CSc1nnnn1-c1ccc(Cl)cc1)Nc1cccc(Cl)c1	i
COc1ccc(-c2ccnc(N[C@H]3CO[C@H]4[C@@H]3OC[C@@H]4NC(=O)c3ccc(C)cc3)n2)cc1	?
COc1ccccc1NC(=O)N1CCN(c2ccccn2)CC1	i
O=C(O)[C@H]1C[C@H](C(=O)N2CCCC2)CN(Cc2ccc3c(c2)OCCO3)C1	i
C=CCn1c(=O)[nH]c2cc(C(=O)NCCSCc3ccccc3)ccc2c1=O	i
Cn1c(=O)c2c(-c3ccccc3)n(-c3ccccc3N)cc2n(C)c1=O	i
Cc1cc(CNC(=O)c2ccc(=O)[nH]n2)c2[nH]c(-c3ccccc3)c(C)c2c1	?
COCCN(Cc1cccs1)Cc1cccc(C)c1O	i
COC(=O)CNC(=O)C1c2ccccc2Oc2ccccc21	i
COc1cccc(NC(=O)CN2C(=O)CC(c3ccccc3)=Nc3ccccc32)c1	i
CC1CCCC(C)N1C(=O)c1cc(-c2ccc(Cl)cc2)on1 (centres undefined)	i
CSc1nccc(N2CCCC(CCc3ccccc3)(C(=O)O)C2)n1 (centres undefined)	i
COc1ccccc1Cn1c(CNS(=O)(=O)c2ccc(C(C)(C)C)cc2)nc2cccnc21	?
O=C(c1cc(Cl)ccc1F)N1CCCC(Nc2ccc3c(c2)OCCO3)C1 (centres undefined)	i
Cc1c(C(=O)NC2CCCCC2)oc2ccc(S(=O)(=O)N3CCOCC3)cc12	i
O=C(NC(c1ccncc1)c1ccc(F)cc1)c1cn(Cc2ccc(Cl)cc2)nn1 (centres undefined)	i
COCCn1cc(C(=O)NCCc2cccc(Cl)c2)c(=O)c(C(=O)N2CCCCCCC2)c1	?
O=C1C2=C(Nc3ccccc3SC2c2cccc(O)c2)c2ccccc21 (centres undefined)	i
Nc1cc(C(=O)N2CCN(C3CCCCC3)C(=O)C2)ccn1	i
COc1ccc(N2CC(NC(=O)c3ccc(Br)o3)CC2=O)cc1 (centres undefined)	31.0%*
COCCNc1nc(Cc2ccccc2)nc2sc3c(c12)CCCC3	?
COc1cc(C2=N/C(=C\c3ccccc3)C(=O)O2)cc(OC)c1OC	?
Clc1ccc(CNCc2cn[nH]c2-c2ccc(-c3ccccc3)cc2)s1	?
O=C(CSc1nccc(=O)[nH]1)n1c2c(c3ccccc31)CCCC2	i
COCCC(=O)N[C@H]1CC[C@]2(C)CC[C@@H]([C@H](C)C(=O)N3CCCC3)[C@H](O)[C@H]2[C@@H]1C	i
COc1cccc(Cn2c(CNS(=O)(=O)c3ccc([N+](=O)[O-])cc3)nc3cccnc32)c1	i
COc1ccc(C(=O)Nc2sc3c(c2C(N)=O)CCC(C)C3)c(OC)c1 (centres undefined)	i
CN1C[C@@H](NC(=O)NCc2ccccc2)C[C@H]1c1nc(-c2ccc3c(c2)OCO3)no1	i
CCc1ccc(NS(=O)(=O)CC)cc1	?
CN1CC2(CCN(C(=O)CCC(=O)c3ccc(F)cc3)C2)OC1=O (centres undefined)	?
CN1C[C@@H](NC(=O)Nc2cccc(F)c2)C[C@H]1c1nc(-c2ccc(F)cc2)no1	36.0%*
CCOC(=O)C1C(=O)C=C(c2ccc(OC)cc2)CC1c1ccc(N(C)C)cc1 (centres undefined)	?
COc1ccccc1NC(=O)Nc1ccc(Cl)cc1	i
CC(=O)c1ccc(C(=O)N2CCc3c(c(C(=O)N(C)Cc4cscn4)nn3CC3CC3)C2)s1	?
CC(C(=O)NCc1cn[nH]c1-c1cccs1)n1cnc2ccccc21 (centres undefined)	i
COC(=O)C1CCCCN1C(=O)C1CC(Cc2ccc(F)cc2)=NO1 (centres undefined)	i
Cc1ccc(-c2cc(-c3ccccc3)nc(SCC(=O)Nc3ncccn3)c2C#N)cc1	?

Molecules from the list above with a tert-butyl group, in the order listed:
SMILES	ST2 IL33 inh
CC(C)(C)c1ccc(-c2cc(C[C@H]3CNCC[C@H]3CC(=O)N3CCC(Cc4ccccc4)CC3)no2)cc1	?
COc1ccccc1Cn1c(CNS(=O)(=O)c2ccc(C(C)(C)C)cc2)nc2cccnc21	?

Following part.
SMILES	ST2 IL33 inh
COc1cc(CN2CCC(O)CC2)ccc1OCc1ccccc1	i
CC1CC(C)CN(CCCNC(=O)CNC(=O)Cn2ccc3ccccc3c2=O)C1 (centres undefined)	i
CCn1cc(C(=O)NC2CCCC2)c(=O)c2cc(S(=O)(=O)N3CC(C)CC(C)C3)ccc21 (centres undefined)	i
COc1ccc(-c2ccc3c(c2)CNCC3)c2cccnc12	i
O=C(CC1Sc2ccccc2NC1=O)Nc1cccc([N+](=O)[O-])c1 (centres undefined)	?
COc1ccc(CN2CCN(Cc3ccccc3)CC2)c(OC)c1OC	i
COc1ccc(NC(=O)C(C(C)C)N2C(=O)c3ccccc3C2=O)c(OC)c1 (centres undefined)	?
Cc1cc(C(=O)N2CCc3c(cc(-c4ccncc4)c(=O)n3CCN3CCCCC3)C2)nn1C	i
O=C(c1cccs1)N1Cc2[nH]cnc2C[C@H]1c1nc(-c2ccc3ccccc3c2)no1	?
COc1cc(N(C)CCC(O)c2ccccc2)ncn1 (centres undefined)	i
CCN(CC)c1ccc(NC(=O)CSc2nc3nc(C)cc(C)c3c(=O)[nH]2)cc1	i
CCOc1ccc(C2CC(c3ccc(C(C)C)cc3)n3nc(N)nc3N2)cc1 (centres undefined)	i
COc1ccccc1-n1c(=O)c2c3c(sc2n2cnnc12)CCC3	i
Cc1ccccc1C(CC(=O)NCCc1ccncc1)c1ccccc1 (centres undefined)	?
O=C(c1cc(COc2ccc3c(c2)OCO3)[nH]n1)N1CCCO1	i
COc1cccc(-c2cn3c4c(=O)n(C)c(=O)n(C)c4nc3n2-c2ccccc2)c1	?
CC12CC(NC(=O)N1c1ccc(C(=O)NCc3cccnc3)cc1)c1ccccc1O2 (centres undefined)	i
Cc1ccc(-c2nc(S(=O)(=O)c3ccccc3)c(NCc3ccco3)o2)cc1	i
CN(Cc1cccc(-n2cccn2)c1)Cc1nc(-c2ccc(C(F)(F)F)cc2)no1	i
Nc1nn2c(=O)c3ccccc3nc2s1	i
C/C=C/COc1nc2c(c(=O)n(C)c(=O)n2C)n1Cc1ccccc1F	?
Cc1ccc(N2CCN(C3C4CC5CC(C4)CC3C5)CC2)cc1 (centres undefined)	?
COc1ccccc1NC(=O)NC1CC(=O)N(Cc2ccccc2Cl)C1 (centres undefined)	i
CC1CN(c2c3c(c(C#N)c4nc5ccccc5n24)CCC3)CC(C)O1 (centres undefined)	i
Cc1ccc(NC(=O)CCS(=O)(=O)c2cccc3nsnc23)cc1Cl	?
O=C(CO)Nc1c(-c2ccccc2)c2cc(Br)ccc2[nH]c1=O	i
Cn1cc(C(=O)N2CCN(c3ccccn3)CC2)c2c3ccccc3n(C)c2c1=O	i
CCOC(=O)C1CCCN(Cc2nc(N)nc(Nc3ccc(Cl)cc3)n2)C1 (centres undefined)	i
C=C(C)c1cccc(C(C)(C)NC(=O)N2CCN(c3ccccc3)CC2)c1	i
O=C1CCCC2=C1C(c1cccc(O)c1)Nc1ccccc1N2 (centres undefined)	i
CC(CC#CCN1CCOCC1)OC(C)(C)C (centres undefined)	i
O=C(COc1cccc(C(F)(F)F)c1)Nc1ccc2c(c1)CCC2	i
COc1ccc(-n2nc3c(c2NC(=O)c2ccc(OC)c(OC)c2)CSC3)cc1	i
CCN(c1cccc(C)c1)S(=O)(=O)c1c(C)[nH]c(=O)[nH]c1=O	i
Cc1ccccc1CN1CCCCC1CO (centres undefined)	i
Cc1ccccc1NC(=O)C(=O)NC1CCCN(C(=O)c2ccco2)C1 (centres undefined)	i
CN1C(=O)C(C(c2ccccc2)c2ccccc2)C(=O)N(C)C1=O	i
Cc1ccc(S(=O)(=O)Nc2cc(Cl)c(O)c(Cl)c2Cl)cc1	i
CN(Cc1ccccc1)Cc1cn([C@H]2CO[C@H]3[C@@H]2OC[C@@H]3NC(=O)Nc2ccc(Oc3ccccc3)cc2)nn1	i
CC(=O)N1CCC(N2CC[C@H](c3nc4ccccc4s3)C2)CC1	i
O=C(NCC1CCCO1)c1cccc(N2C(=O)C3C4C=CC(C4)C3C2=O)c1 (centres undefined)	i
N#CC1=C(N)N(c2ccccc2[N+](=O)[O-])C2=C(C(=O)CCC2)C1c1cccc([N+](=O)[O-])c1 (centres undefined)	31.0%*
Cc1cccc(N2CCN(c3ncnc4c3cnn4-c3ccccc3)CC2)c1C	i
O=c1oc2ccc([N+](=O)[O-])cc2cc1-c1csc(Nc2ccccc2F)n1	i
CC(=O)Nc1c(C)[nH]n(-c2ccccc2)c1=O	?
Cc1cc(N2CCCCC2)nc2ccc(NC(=O)CCC(=O)N3CCN(C)CC3)cc12	?
CC1OC2OC(=O)C3(C)CC4=C(CO)C5=C(CC(=O)C4(C)C(C1=O)C23)C(C)(C)OC(=O)C5 (centres undefined)	i
CC(CN(C)Cc1ccc2cccc(O)c2n1)N1CCOCC1 (centres undefined)	i
OCc1ccccc1-c1cccc2cnccc12	i
C=CCNC(=O)C(=O)NCc1ccc(Cl)cc1	?
CC(C)Cc1cc(C(=O)N2CC[C@H](CO)[C@H](O)C2)on1	i
COCc1nc2ccccc2n1CCOc1ccc(C(C)(C)C)cc1	i
O=C(Cc1ccccc1)Nc1c(-c2ccc(F)cc2)nc2ccccn12	i
CN1C(=O)CC[C@H]1c1cccnc1	?
COc1ccccc1C1SCCN1C(=O)c1ccc([N+](=O)[O-])cc1 (centres undefined)	i
O=C(NC1CCCN(C2CCCCCC2)C1)c1ccncc1 (centres undefined)	i
Cc1ccc(-c2cc(C(=O)N(C)CCc3cnn(C)c3)cc(S(=O)(=O)N3CCOCC3)c2)s1	i
Cc1ccc(NC(=O)COc2ccc(Cl)cc2)c([N+](=O)[O-])c1	i
CCOc1ccc(N=C(NN)c2ccc3ccccc3n2)cc1	?
CCCCn1c(SCC(=O)NCC2CCCO2)nc2c(sc3ccccc32)c1=O (centres undefined)	?

Later entries
SMILES	ST2 IL33 inh
Cc1ccc(C2=N/C(=C\c3sccc3C)C(=O)O2)cc1[N+](=O)[O-]	?
Cc1ccc(NC(=O)CSC2=NC(=O)CS2)cc1	i
O=[N+]([O-])c1ccc(S(=O)(=O)NCc2nc3cccnc3n2Cc2ccccc2)cc1	i
Cc1ccccc1C(=O)N1CCN(c2cccc(Cl)c2)CC1	i
CCOc1ccc(C(=O)Nc2cc(Cl)cc(Cl)c2)cc1[N+](=O)[O-]	i
CCc1c(C#N)c(SC)nc(C)c1C(=O)Nc1ccccc1	?

Reformatted: 2 of the compounds above
Cc1ccccc1C(=O)N1CCN(c2cccc(Cl)c2)CC1
- ST2 IL33 inh = i
CCOc1ccc(C(=O)Nc2cc(Cl)cc(Cl)c2)cc1[N+](=O)[O-]
- ST2 IL33 inh = i
